Vif inh = HIV Vif inhibition; HEK293T cells, Vif self-association by quenched fluorescence, imaging, 24 h; inhibition, % at 7.49 µM; 340,000 tested, 0.35% active; AID 602346; in the data active = inhibition above about 50%, passing the limit was not always enough; also: some results filed as inactive read as strong as hits
COUP-TFII inh = blocks human COUP-TFII nuclear receptor; P24468; HEK293T NGFI-A luciferase reporter, luminescence; inhibition, % at 8.6 µM; 370,000 tested, 0.7% active;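 active = inhibition above a per-plate cutoff, mean inhibition of test wells between control levels plus 3 SD, cut at about 38% in these data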;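 also: cells cotransfected with COUP-TFII expression vector driving the NGFI-A reporter; 0% = median of COUP-TF2 test wells and 100% = reporter-only cells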
NCOA2 inhibitor = inhibits human steroid receptor coactivator 2; inhibition, % at 9 µM; 370,000 tested, 0.17% active; HEK293 GAL4-SRC2 luciferase reporter, luminescence;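 active = inhibition above the mean inhibition of all tested compounds plus 3 SD, set per campaign, cut at about 52% in these data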;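 also: 0% = DMSO treated cells and 100% = cells given Gossypol at 36 µM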
NOD2-RIPK2 inh = blocks binding of human NOD2 to RIPK2; 360,000 tested, 0.38% active; CHO BLA complementation NOD2-RIPK2, CCF4 ratio; inhibition, % at 4.98 µM; O43353; in the data active = inhibition above about 21%;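 also: 0% = vehicle only and 100% = reference blocker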
Target sequence (O43353 whole entry, looked up): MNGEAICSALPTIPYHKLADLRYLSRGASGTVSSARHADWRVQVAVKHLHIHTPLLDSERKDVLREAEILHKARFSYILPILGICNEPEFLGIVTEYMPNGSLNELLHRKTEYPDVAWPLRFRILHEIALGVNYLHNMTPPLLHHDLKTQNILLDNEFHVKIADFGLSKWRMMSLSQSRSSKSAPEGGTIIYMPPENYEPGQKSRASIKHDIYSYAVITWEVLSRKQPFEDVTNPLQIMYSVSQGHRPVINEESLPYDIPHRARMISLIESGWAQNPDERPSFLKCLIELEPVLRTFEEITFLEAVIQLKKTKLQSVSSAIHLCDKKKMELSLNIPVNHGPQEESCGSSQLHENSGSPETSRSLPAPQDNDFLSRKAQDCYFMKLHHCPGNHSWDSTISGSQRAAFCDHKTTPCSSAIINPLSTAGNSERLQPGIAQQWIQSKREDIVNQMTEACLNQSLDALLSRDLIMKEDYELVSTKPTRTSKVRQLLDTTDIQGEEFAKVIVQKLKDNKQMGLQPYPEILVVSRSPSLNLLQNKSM
SRC3 inh = inhibitors of human steroid receptor coactivator 3 (SRC3). Q9Y6Q9. HEK293 GAL4-SRC3 luciferase reporter, luminescence. inhibition, % at 3.6 µM. 360,000 tested, 0.17% active;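 active = inhibition above a per-campaign cutoff, the mean of all compounds plus 3 SD, cut at about 60% in these data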;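 also: 0% = DMSO-treated cells and 100% = gossypol-treated cells at 36 µM; higher means less SRC3-driven luciferase light from the GAL4 reporter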
TROY signal inh = inhibitors of TROY-dependent NF-kB signaling. Q293 LMP1-TROYcd NF-kB luciferase reporter, 4 h. inhibition, % at 10 µM. 360,000 tested, 0.98% active. AID 1347056;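 active = compounds whose plate-normalised and pattern-corrected inhibition of the luciferase reporter signal at the single screening dose is 50% or more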
NR5A2 inv ag = inverse agonists of human LRH-1 (NR5A2); 360,000 tested, 0.13% active; O00482; HEK293T StAR-luciferase reporter, LRH-1 transfected, 24 h; inhibition, % at 3.6 µM;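 active = inhibition above the mean inhibition of all tested compounds plus 3 SD, cut at about 73% in these data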;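 also: 0% = DMSO wells and 100% = reporter-only cells lacking LRH-1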
Target sequence (O00482 whole entry, looked up): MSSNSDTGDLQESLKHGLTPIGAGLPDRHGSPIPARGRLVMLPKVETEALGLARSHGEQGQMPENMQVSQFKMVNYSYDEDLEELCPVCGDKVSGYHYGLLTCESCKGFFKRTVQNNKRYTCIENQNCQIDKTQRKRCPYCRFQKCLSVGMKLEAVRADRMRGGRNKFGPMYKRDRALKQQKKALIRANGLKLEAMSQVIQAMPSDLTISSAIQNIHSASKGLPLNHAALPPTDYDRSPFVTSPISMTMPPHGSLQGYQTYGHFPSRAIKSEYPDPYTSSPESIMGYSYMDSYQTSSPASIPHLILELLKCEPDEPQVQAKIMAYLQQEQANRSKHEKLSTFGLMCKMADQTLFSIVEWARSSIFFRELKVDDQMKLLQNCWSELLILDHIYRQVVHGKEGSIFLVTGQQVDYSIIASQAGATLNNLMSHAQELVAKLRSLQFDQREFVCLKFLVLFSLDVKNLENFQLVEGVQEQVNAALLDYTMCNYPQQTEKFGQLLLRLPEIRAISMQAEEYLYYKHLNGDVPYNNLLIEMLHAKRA
C8 TRAIL sens = caspase-8 TRAIL sensitization; NB7+C8 cells + TRAIL, ATPlite viability luminescence; inhibition (viability loss, TRAIL sensitization), % at 10 µM; 360,000 tested, 1% active;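 active = compounds causing at least 50% loss of cell viability in the single-dose screen, relative to plate controls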
LMP1 NFkB inh = Epstein-Barr LMP1 NF-kappaB reporter inhibition. LMP1-induced NF-kappaB luciferase reporter cells, luminescence. inhibition, % at 12.5 µM. 350,000 tested, 0.69% active; in the data active = inhibition above about 41%;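 also: 0% = neutral control wells and 100% = reference inhibitor control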
TLR9-MyD88 inh = TLR9-MyD88 interaction inhibition. CHO BLA complementation TLR9-MyD88, CCF4 FRET ratio. inhibition, % at 4.98 µM. 340,000 tested, 0.21% active. AID 504734;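 active = inhibition above the mean over all tested compounds plus 3 SD, cut at about 21% in these data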;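 also: 0% = DMSO only wells and 100% = clavulanate BLA inhibitor control wells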
SRC1 inh = human NCOA1 inhibition | Q15788 | HEK293 GAL4-SRC1 luciferase reporter, luminescence | inhibition, % at 3.6 µM | 360,000 tested, 0.12% active | AID 588354;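 active = inhibition above the campaign mean plus 3 SD, with each screening campaign given its own cutoff, cut at about 60% in these data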;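 also: 0% = DMSO treated cells and 100% = gossypol at 36 µM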
* = called active by the depositor; nt = no result given; & = joins results of further samples. A portion of the library; the hit share may differ from the screen's.

SMILES	Vif inh	COUP-TFII inh	NCOA2 inhibitor	NOD2-RIPK2 inh	SRC3 inh	TROY signal inh	NR5A2 inv ag	C8 TRAIL sens	LMP1 NFkB inh	TLR9-MyD88 inh	SRC1 inh
CCCNC(=O)c1cccc(Cn2cc(Br)c([N+](=O)[O-])n2)c1	8	-15	-8	1	-4	0	1	-10	4	-6	-16
CNc1cnc(-c2ccc(O)c(OC)c2)cn1	7	9	-83	-3	-27	-5	-19	27	nt	nt	-9
CN1CCN(c2nc(-c3cccc([N+](=O)[O-])c3)nc3ccccc23)CC1	-5	-25	-8	2	-7	-5	17	-10	-3	2	4
Cc1cc(C)n(S(=O)(=O)c2ccc(F)cc2)n1	-3	-4	22	15	-8	-2	0	-3	-2	-7	4
CC1CCC(NC(=O)COc2ccccc2C(N)=O)CC1 (stereo not drawn)	-4	-1	-30	-13	6	-14	-9	14	-5	-4	-14
O=C(NCCOCc1ccc(Cl)cc1)c1ncn[nH]1	-6	-30	-3	9	32	-22	8	-9	3	-18	16
CCCOc1ccc(F)cc1-c1cc(C(=O)Nc2cc(OC)c(OC)c(OC)c2)[nH]n1	-18	1	12	-16	6	9	-5	27	nt	nt	7
Cc1ccc(/C=N/NC(=O)c2ccc(-n3cnnn3)cc2)cc1	-2	-8	9	-5	2	-10	-30	11	7	2	4
CCOc1ccc(C(=O)NC(=S)Nc2ccc(NC(=O)c3ccco3)c(C)c2)cc1[N+](=O)[O-]	-4	-15	16	-2	4	-1	10	15	-8	-1	-5
NC(=O)c1c(-c2ccc(Cl)cc2Cl)csc1NC(=O)Cc1ccccc1	nt	73*	10	10	13	20	15	29	11	1	8
CCOc1ccc(-c2cccc(NC(=O)c3ccc(Br)o3)c2)nn1	1	12	-9	-12	7	-15	-7	-1	-6	4	-2
COc1ccc(NC(=S)N2CCC(NC(=O)c3ccc(F)cc3)CC2)cc1	3	20	-5	-1	2	-15	12	1	0	1	15
COc1ccc(-n2ncc3c(NCc4ccco4)ncnc32)cc1	-10	-51	-58	-2	-41	-16	-111	11	-23	5	-57
Cc1c(C(=O)O)cnc2cc(-c3ccc(Cl)cc3)nn12	nt	-14	-32	3	-67	-54	-36	34	-11	-6	-14
O=C(O)C1C2CCC(C2)C1C(=O)NCCc1cccc(Cl)c1 (stereo not drawn)	-3	5	-11	-8	-1	1	3	7	2	3	-7
CC(C)(C)NC(=S)N1CCC2CC1c1cc(-c3ccc4c(c3)OCO4)ccc12 (stereo not drawn)	0	1	-1	4	8	4	15	11	nt	nt	-1
COc1cc(CCCN2C(=S)NC[C@@H]2Cc2ccccc2)cc(OC)c1OC	0	4	-20	-6	1	0	5	-1	10	5	10
O=C(Nc1nnc(CCc2ccccc2)s1)c1cccc(F)c1	-2	-5	-17	9	-27	-42	-19	-4	-7	5	-10
CS(=O)(=O)Nc1ccccc1C(=O)NCc1ccco1	nt	1	-12	-9	-1	-14	-13	-7	1	-6	-4
CNS(=O)(=O)Cc1ccc2[nH]cc(CCN(C)C)c2c1	-1&11	3&2	-1&-25	-6&-9	0&6	0&-3	3&-7	-3&-9	-9&5	6&-8	15&0
COc1ccc(CCNC(=O)C(=O)N2CCCC2)cc1OC	1	-5	2	-17	12	-2	-7	-19	-2	1	9
O=C(N/N=C/c1cccc([N+](=O)[O-])c1)C1COc2ccccc2O1 (stereo not drawn)	-7	16	-15	14	-1	-10	0	-3	-3	-8	-8
Cc1cc(F)ccc1-c1cc(C(=O)NCC2CCCCC2)[nH]n1	-3	-17	-23	4	-3	-15	-26	-1	nt	nt	-5
CC(C)(C)NC(=O)N1CCn2cccc2C1c1ccccc1F (stereo not drawn)	-1	4	-17	-1	6	-3	-16	-4	6	-6	1
COC(=O)[C@@]12CCCN1[C@H](c1ccc(-c3ccccc3)c(OC)c1)[C@H]1C(=O)N(C)C(=O)[C@H]12	9	-10	0	2	1	-4	-6	-9	6	-13	-2
CC(C)c1ccc(OCC(=O)N2CCN(c3ccccn3)CC2)c(Br)c1	11	6	-18	-1	4	18	-10	2	4	-17	-6
COc1ccc2oc3cc(NCCN(C)C)ccc3c(=O)c2c1	nt	-62	-79	-12	-80	13	-134	23	nt	nt	-67
COc1ccc(NC(=O)C(=O)NCC(c2ccco2)N2CCc3ccccc32)cc1 (stereo not drawn)	2	nt	nt	-3	19	10	-8	23	9	4	-12
Nc1nnc(SCC(=O)NC23CC4CC(CC(C4)C2)C3)s1	-3	-12	1	7	17	-8	-4	11	1	7	0
CCCn1c(-c2ccccc2)cc(SC)c(C#N)c1=O	8	3	-26	-8	17	-3	-7	5	3	7	3

Next section, starting with the last 3 of the part before.
SMILES	Vif inh	COUP-TFII inh	NCOA2 inhibitor	NOD2-RIPK2 inh	SRC3 inh	TROY signal inh	NR5A2 inv ag	C8 TRAIL sens	LMP1 NFkB inh	TLR9-MyD88 inh	SRC1 inh
COc1ccc(NC(=O)C(=O)NCC(c2ccco2)N2CCc3ccccc32)cc1 (stereo not drawn)	2	nt	nt	-3	19	10	-8	23	9	4	-12
Nc1nnc(SCC(=O)NC23CC4CC(CC(C4)C2)C3)s1	-3	-12	1	7	17	-8	-4	11	1	7	0
CCCn1c(-c2ccccc2)cc(SC)c(C#N)c1=O	8	3	-26	-8	17	-3	-7	5	3	7	3
CN1CCN(C(=O)c2ccccc2NC(=O)CCN2C(=O)c3ccccc3C2=O)CC1	3	-15	-24	-4	6	-5	-7	-6	-6	-2	-25
O=S(=O)(NCC1CCCO1)c1cccc(S(=O)(=O)N2CCCC2)c1 (stereo not drawn)	27	0	-4	3	11	-10	7	-1	-2	0	-1
CCc1ccc(NC(=O)C2CCN(S(=O)(=O)c3ccc4c(c3)CC(C)N4C(C)=O)CC2)cc1 (stereo not drawn)	nt	18	11	1	21	31	28	23	21	-6	25
O=C1c2ccccc2C(Nc2ccc(S(=O)(=O)N3CCCCC3)cc2)N1Cc1ccco1 (stereo not drawn)	10	9	21	2	3	-5	-5	11	0	-6	-3
Cc1ccc(NS(=O)(=O)c2ccc3[nH]c(=O)oc3c2)c(C)c1	-6	13	5	-6	12	25	-4	3	-4	-9	1
O=C1c2ccccc2NC2(CCCCC2)N1c1ccc(O)cc1	6	-37	-13	-1	-39	-22	-67	17	-3	-3	-48
O=C1C2C(c3cccc(/C=C/c4ccccc4)c3)CC=CC2C(c2ccc(C(F)(F)F)cc2)N1Cc1ccccc1 (stereo not drawn)	nt	16	-8	-1	-14	-34	-12	1	-9	1	-5
COc1cccc(NC(=O)N2CCCC(C(=O)NC3CCCCC3C)C2)c1 (stereo not drawn)	-2	-1	-24	-10	8	0	5	15	-8	-2	-2
O=C(/C=C/c1ccco1)N/C(=C\c1ccco1)C(=O)NCCc1nc2ccccc2[nH]1	-1	-5	13	6	19	-8	3	4	5	1	9
Cc1ccc(OCc2cc(C(=O)N(C)CCc3ccccn3)no2)cc1C	-6	-25	-43	7	-83	-5	-41	13	-25	-3	-77
O=C(CNC(=O)C1CCCCC1)OCn1nnc2ccccc2c1=O	1	-10	-2	-8	-5	16	-7	-5	-8	0	6
Cc1ccc(Cl)cc1N1CCN(C(=O)c2cc3c(=O)[nH]c4ccccc4c3n2C)CC1	-19	-14	-4	-8	18	-5	5	48	33	5	18
Cc1ccc(Cl)cc1NC(=O)c1cc2ccccc2cc1O	-29	23	-14	0	-9	52*	-19	20	37	6	-16
COCCCn1c(SCC(=O)NC2CCCC2)nnc1-c1ccccc1	0	9	-11	0	-1	-11	5	-12	0	-7	11
CC1CCCC(C)N1C(=O)COc1ccc(-c2nnco2)cc1 (stereo not drawn)	5	-10	-8	7	8	0	-13	9	-3	6	-17
CN(NC(=O)NN(C)C(=O)c1ccccc1)C(=O)c1ccccc1	1	-11	-13	-13	3	11	-5	-15	-5	-8	-8
COc1ccc(CCNC(=O)c2sc3ccccc3c2Cl)cc1OC	1	-6	-8	-2	9	16	-3	11	9	0	-9
O=C(NC(=S)N1CCCCCC1)C1CC1	7	8	10	-17	4	15	-4	1	6	-2	6
CCOC(=O)NC(=O)CN1C(=O)NC(C)(c2ccccc2)C1=O (stereo not drawn)	9	11	0	8	-3	-5	11	-12	-5	3	10
N#Cc1cc([N+](=O)[O-])ccc1N1CCCC1	-1	-1	-1	-8	0	-3	30	-4	-1	-3	-9
COC(=O)c1ccc(-c2c(-c3ccccc3)ncc3cc(F)ccc23)cc1	-15	-6	-18	0	-51	-24	-8	12	-7	-3	-33
COc1ccc(Cl)cc1NC(=O)C1CC(=O)N(c2ccc(F)cc2)C1 (stereo not drawn)	nt	9	4	-6	-1	-1	-2	-5	-7	-1	-1
COc1ccccc1OCCn1c(=S)[nH]c2ccccc21	-6	1	-18	2	-5	-2	-16	16	-12	0	-2
O=C(CNC(=O)c1ccc(S(=O)(=O)N2CCCC2)cc1)N/N=C/c1c(Cl)cccc1Cl	-8	11	1	5	25	-15	-30	-4	22	6	13
CCOCCCNC(=O)C1CCN(S(=O)(=O)c2ccc(C)cc2)CC1	-4	6	-19	4	5	4	-41	-16	-7	-5	-15
CCOc1ccc(/C=N/n2c(C3CCCCC3)n[nH]c2=S)cc1	-9	14	-7	-13	6	-1	0	-8	3	-8	-19
CCOc1ccc(CNC(=O)CCCn2nc(C)c3c(C)n(-c4ccc(C)cc4)nc3c2=O)cc1	4	7	-4	-18	-3	-4	-6	-3	-3	3	-22
C=CCn1c(SCC(=O)Nc2nnc(C)s2)nnc1-c1cccnc1	1	-7	-17	-13	12	-7	12	1	-1	9	-6
Cn1cnnc1Sc1ccc(C(=O)OCC(=O)NCC(F)(F)F)cc1[N+](=O)[O-]	14	7	-5	8	17	10	-1	-8	-13	-10	-13
O=C(/C=C/c1cc([N+](=O)[O-])ccc1OC(F)F)Nc1cccc(OC(F)F)c1	7	2	-10	2	-26	29	17	-1	15	-1	6
COc1ccc(OC)c(NC(=O)CNC(=O)c2ccc([N+](=O)[O-])cc2)c1	11	-9	0	-5	-4	11	5	13	-3	2	2
CN(CC(=O)NCc1ccccc1Cl)S(=O)(=O)c1ccc2c(c1)n(C)c(=O)c(=O)n2C	7	9	16	-10	0	-10	-5	-16	5	5	-5
COc1ccc(C(=O)COC(=O)CN2C(=O)C3C4C=CC(C4)C3C2=O)cc1 (stereo not drawn)	15	-4	-13	3	31	16	22	-6	1	1	-10
Cc1ccc(CNC(=O)[C@]2(C)CCC[C@@]3(C)C4CC[C@@]5(C)C[C@]4(CCC32)CC5=O)cc1 (stereo partly drawn)	3	-10	8	-4	11	7	-2	-3	0	6	-20
O=C(Nc1ccc(F)cc1)c1csc(Cc2ccccc2)n1	-1	-19	-44	4	-25	-58	-26	8	-9	-9	-12
Cc1cccn2cc(CNC(=O)c3ccc(Br)o3)nc12	nt	6	-1	-11	12	-10	0	3	-1	-1	2
CCC(=O)NC1(C(F)(F)F)C(=O)Nc2c1c(=O)[nH]c(=O)n2Cc1ccco1 (stereo not drawn)	10	-4	-1	-9	14	2	-7	-7	2	-4	-8
CCN1CCN(C(=O)c2cc3cc4cc(OC)ccc4nc3s2)CC1	5	-14	-17	-6	-18	-62	-9	0	-8	-26	-14
